Compound activity (PubChem BioAssay)
GLP1R ag: qHTS of GLP-1 Receptor Agonists; 380,000 tested, 0.007% active; HEK293 GLP-1R CRE-luciferase, luminescence, 4-6 h; cells express a hypersensitive GLP-1R form; AID 624172, 2012; Potency, µM (top dose mostly 45.6 µM), without a hit: at the top dose activation, actives largely listed as activators; Glucagon-like peptide 1 receptor (Homo sapiens), P43220; further: potency means the concentration at half of the fitted maximal effect; % of control where 0% means no effect
Target sequence (P43220 whole entry, looked up): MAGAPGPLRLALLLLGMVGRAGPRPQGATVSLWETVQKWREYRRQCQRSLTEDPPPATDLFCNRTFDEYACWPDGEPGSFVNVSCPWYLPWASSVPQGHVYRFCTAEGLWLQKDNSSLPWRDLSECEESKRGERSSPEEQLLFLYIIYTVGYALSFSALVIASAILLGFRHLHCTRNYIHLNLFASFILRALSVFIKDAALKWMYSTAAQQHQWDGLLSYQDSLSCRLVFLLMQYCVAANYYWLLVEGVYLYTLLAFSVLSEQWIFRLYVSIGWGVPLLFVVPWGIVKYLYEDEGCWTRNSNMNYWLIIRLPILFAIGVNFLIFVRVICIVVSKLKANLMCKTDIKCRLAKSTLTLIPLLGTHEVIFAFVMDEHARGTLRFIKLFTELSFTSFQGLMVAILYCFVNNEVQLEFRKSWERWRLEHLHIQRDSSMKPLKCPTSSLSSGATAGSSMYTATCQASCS
GLP-1R inv ag: qHTS of GLP-1 Receptor Inverse Agonists (Inhibition Mode); Glucagon-like peptide 1 receptor (Homo sapiens), P43220; Potency, µM (doses to about 38.3 µM), without a hit: at the top dose activity change, negative = inhibition, actives largely listed as inhibitors; 410,000 tested, 1.6% active; AID 624417, 2012; HEK293 GLP-1R CRE-luciferase, luminescence, 24 h; GLP-1R form is constitutively active; further: potency means the concentration at half of the fitted maximal effect; on the % scale 0 is the no-effect control and ±100 the full control effect; nearly all actives have a fitted effect of over 55% in size
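Seeding at 200 cells/uL, 12 h culture, 24 hr compound treatment, then luciferase reagent and a luminescence read; cells are HEK293 stably expressing a constitutively active GLP-1R plus cAMP-responsive luciferase.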
DRD3 antagonist: qHTS of D3 Dopamine Receptor Antagonist: qHTS | D3R cells, DiscoveRx beta-arrestin luminescence, antagonist mode; hits give low values | max response, negative = inhibition, % | 360,000 tested, 2.5% active; in the data active means max response below about -50%; inconclusive means no clear call, values can overlap the other calls; further: on the % scale 0 is the no-effect control and ±100 the full control effect; mostly tested at two doses, the higher about 12 µM
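Cells expressing the human receptor were seeded at 1500 cells/well, incubated overnight at 37 degrees C in 5% CO2, then exposed to library compounds with dopamine controls for 90 minutes at 37 degrees C before luminescent detection.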
aSyn yeast inh: qHTS of alpha-syn Inhibitors | Yeast expressing alpha-synuclein, growth rescue, BacTiter-Glo, 24 h | Potency, µM (top dose mostly 46.1 µM), for inactives: at the highest dose growth rescue (activation), usual class: activators | AID 652106, 2013 | 370,000 tested, 0.14% active; further: potency means the concentration at half of the fitted maximal effect; % of control where 0% means no effect; nearly all actives have a fitted effect of over 65% in size
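Screening used galactose-induced yeast with toxic alpha-synuclein levels, exposed to compound for 24 hr at 30 deg C. Cell growth, read with BacTiter-Glo luminescence, gave the measured signal.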
FUS suppressor: qHTS for Suppressors of FUS Proteinopathy: Primary screen using FUS-linked yeast assay | S. cerevisiae FUS-expressing, growth rescue, OD600, 24 h | Potency, µM (top dose mostly 76.6 µM), for the others: at the top dose growth rescue (activation), most hits filed as activators | 390,000 tested, 0.24% active | AID 1347120, 2019;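 further: potency means the concentration at half of the fitted maximal effect; plate controls were DMSO vehicle for no effect and reference control for full effect; nearly all actives have a fitted effect of over 55% in size; some results filed as inactive show a strong effect at the top dose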
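Yeast FUS proteinopathy model; galactose-induced FUS (2%), starting OD 0.005. Cpds in dilution series, 24hr, 30C, 99% humidity. Abs 600 nm growth. Pos ctrl CP55940 (top 92uM final); neg ctrl DMSO.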
TDP-43 yeast inh: qHTS of TDP-43 Inhibitors; TDP-43 expressing yeast growth rescue, BacTiter-Glo, 24 h; Potency, µM (doses to about 46.1 µM), for inactives: at the top dose growth rescue (activation), usual class: activators; 410,000 tested, 1.8% active; further: potency means the concentration at half of the fitted maximal effect; % of control where 0% means no effect; nearly all actives have a fitted effect of over 50% in size
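Growth rescue of TDP-43-toxic yeast measured as ATP luminescence (BacTiter-Glo). Cells grown to mid-log in raffinose, induced in galactose at OD600=0.02, exposed to compound 24 hr at 30 deg C.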
Abeta rescue: qHTS for compounds that reverse cellular toxicity of Amyloid beta (A-beta) peptide in yeast: Primary Screen; AID 1347071, 2019; yeast expressing A-beta42, growth rescue, OD600, 48 h; response scale: 0% DMSO, 100% iron-clioquinol control; Potency, µM (titrated, usually from 46.1 µM), for the others: at the highest dose growth rescue, usual class: activators; 410,000 tested, 0.063% active; further: potency means the concentration at half of the fitted maximal effect; nearly all actives have a fitted effect of over 55% in size
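Yeast A-beta toxicity model in growth medium with pinned compounds, 48 h at 30 C; growth read as absorbance at 600 nm. Normalized to FeCl3/clioquinol equimolar mix (positive) and DMSO (negative).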
PTHR1 ag: qHTS for PTHR1 Agonists: Primary Screen. Parathyroid hormone/parathyroid hormone-related peptide receptor (Homo sapiens), Q03431. HEK293 GP2 PTHR1 cells, GloSensor cAMP luminescence, 1 h. Potency, µM (series often up to 115 µM), for the others: at the highest dose activation, most hits filed as activators. 410,000 tested, 0.075% active. AID 743266, 2014; further: potency means the concentration at half of the fitted maximal effect; nearly all actives have a fitted effect of over 55% in size; some results filed as inactive show a strong effect at the top dose; inactives centre near -15; many of its hits are not listed in these tables
Target sequence (Q03431 whole entry, looked up): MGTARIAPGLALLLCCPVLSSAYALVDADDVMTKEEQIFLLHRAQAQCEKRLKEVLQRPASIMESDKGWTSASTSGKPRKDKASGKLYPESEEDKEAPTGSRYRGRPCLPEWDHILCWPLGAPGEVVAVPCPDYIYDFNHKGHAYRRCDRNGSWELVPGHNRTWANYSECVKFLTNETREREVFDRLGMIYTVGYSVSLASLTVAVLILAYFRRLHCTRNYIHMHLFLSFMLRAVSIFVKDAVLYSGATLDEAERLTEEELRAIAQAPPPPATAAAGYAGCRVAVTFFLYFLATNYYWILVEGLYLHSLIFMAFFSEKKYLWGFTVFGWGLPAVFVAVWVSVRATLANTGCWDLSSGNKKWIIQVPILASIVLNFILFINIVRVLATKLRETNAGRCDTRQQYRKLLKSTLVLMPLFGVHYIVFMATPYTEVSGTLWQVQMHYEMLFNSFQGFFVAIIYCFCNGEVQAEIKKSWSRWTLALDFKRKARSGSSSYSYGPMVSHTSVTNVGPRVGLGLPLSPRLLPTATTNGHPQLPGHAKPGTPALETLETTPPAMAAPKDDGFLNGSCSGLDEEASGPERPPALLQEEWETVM
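HEK-293-derived GP2 cells expressing PTHR1 and a GloSensor cAMP reporter, 3,000/well, plated overnight, given luciferin plus IBMX (each 0.5 mM as added) for 1 h at 37 °C, then compound for 1 h at 37 °C. Luminescence was read after 15 min at room temperature.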
pAkt inh: HTS Assay for Inhibitors of Akt Phophorylation: Primary Screen. Neuro2A IGF-stimulated pAkt S473 HTRF, 20 min; hits give low values. AID 651550, 2012. 360,000 tested, 0.32% active. activity change, % for hits at 50 µM; in the data active means activity change below about -80%; inconclusive means mostly about -51% to -80%; further: on the % scale 0 is the no-effect control and ±100 the full control effect
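Neuro2A cells in DMEM with 0.5% FBS, overnight at 37 deg C, given compound at single 50 µM final, then IGF (6 nM final) for 20 min at 37 deg C. Lysed; phospho-Akt Ser473 by HTRF after 24 h, 665/615 ratio.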
* = called active by the depositor; i = inactive; u = inconclusive; x = not tested or not shown; [ ] = dose if it differs, or a comment. Unless noted, the call rests on the fitted dose curve; in most records, active means well fitted curve in the direction sought with a large enough effect; inconclusive means small, poorly fitted or top-dose-only effect, or another doubt; inactive means no such curve, though single readings can be large; an effect the other way counts as inactive or inconclusive.

SMILES | GLP1R ag | GLP-1R inv ag | DRD3 antagonist | aSyn yeast inh | FUS suppressor | TDP-43 yeast inh | Abeta rescue | PTHR1 ag | pAkt inh
CCN(CC)CCCNc1nc(-c2ccccc2)nc2ccccc12 | 0% | u | -25 | -5% | 3% | 3% | 13% | -8%[57.5 µM] | i
CCc1ccc(Nc2nc(N)nc(CSc3nnnn3-c3ccccc3)n2)cc1 | 3% | -2% | 0 | -3% | 44% | 7% | 4% | -18% | i
O=C(CSc1nnc2ccccn12)NC(=O)Cc1ccccc1 | 0% | 9% | 9 | -8% | 13% | -19% | -4% | i | i
Cc1ccc(S(=O)(=O)N2C[C@H]3C(=O)C[C@@H]4C(=O)N(c5ccccc5)C(=O)[C@@H]4[C@@H]3C[C@H]2c2cccs2)cc1 | 3% | 17% | 0 | 0% | 5% | 24% | 2% | -16% | i
CCOC(=O)CNC(=O)Cn1cnc2ccc(S(=O)(=O)N3CCC(C)CC3)cc2c1=O | -4% | 14% | -4 | 1% | 9% | 21% | 3% | i | i
Nc1nnc(CC(=O)N/N=C/c2ccc(-c3ccccc3)o2)s1 | 5% | 6% | 8 | -3% | -3% | 16% | -11% | i | i
COc1ccc(/C=C/C(=O)OCC(=O)NC2CCCC2)cc1OC | 11% | 19% | -12 | 3% | 6% | 19% | 8% | i | i
COc1ccc(-c2noc(N3CCC(C(=O)N(C)c4ccccc4C)CC3)n2)cc1 | -1% | u | -13 | 5% | u | u | 4% | -44%[inhibitor] | i
O=C(CN1CCN(c2ccccc2F)CC1)NC(=O)NCc1ccco1 | -6% | -24% | 20 | 5% | -10% | -2% | 1% | i | i
Cc1ccc(OC(C)c2nnc(N)s2)cc1Cl (stereo unspecified) | -2% | -8% | 17 | 15% | x | -9% | -5% | -36% | i
N#Cc1ccc(-c2ccc(Cl)cc2)nc1Oc1ccc(F)cc1 | 3% | 39%[activator] | -17 | -12% | 16% | -4% | -5% | 3%[57.5 µM] | i
CC(Oc1ccc(-c2nnco2)cc1)C(=O)N1CCOCC1 (stereo unspecified) | 12% | -14% | 5 | -1% | -12% | 0% | 7% | -24% | i
Cc1ccn2c(CNCCn3cccn3)c(C(=O)N3CCCCCC3)nc2c1 | 1% | 10% | -17 | -1% | 14% | -16% | 8% | i | i
COc1ccc(/C=C/C(=O)OCC(=O)N2CC(=O)Nc3ccccc32)cc1S(=O)(=O)N1CCOCC1 | 1% | -16% | 22 | -1% | 25% | 7% | -13% | -10% | i
CN(C)c1ccc(C(=O)OCC(=O)Nc2ccc(S(N)(=O)=O)cc2)cc1 | -13% | 1% | 4 | 4% | 15% | 0% | 6% | -9%[57.5 µM] | i
O=C(OCC(=O)N1CCN(C(=O)c2ccco2)CC1)c1ccc(Cl)c(Cl)c1 | 8% | 19% | -28 | 8% | x | 0% | 2% | -16% | i
CCCCc1ccc(NC(=O)CSc2nc(=O)n(CCN(CC)CC)c3c2CCC3)cc1 | 0% | u | 8 | 9% | 21% | -7% | -1% | -9% | i
S=C(Nc1ccccc1)c1nc2ccccc2s1 | 7% | u | 19 | -13% | -26% | 0% | 3% | -35%[inhibitor] | i
CCOC(=O)N1CCC(NC(=O)c2ccc(NC(=O)C3CCCO3)cc2)CC1 (stereo unspecified) | 4% | 13% | 7 | 12% | 19% | 0% | 20% | i | u
c1ccc(-c2cc3nc(NCC4CC4)nc(NCC4CCCCC4)c3s2)cc1 | -5% | 2µM* | 0 | -6% | 13% | -1% | -54%[inhibitor] | -74%[inhibitor] | i
CC1(C(=O)NCCc2c[nH]c3ccccc23)C=CCN1C(=O)c1ccccc1 (stereo unspecified) | 2% | 13% | -6 | -1% | 5% | 17% | 3% | i | i
Cc1cccc(OCCCC(=O)Nc2ccccc2C(F)(F)F)c1 | 2% | u | 7 | 11% | 21% | 0% | 6% | -17%[57.5 µM] | i
O=C(CSc1nnc(-c2ccc(Cl)cc2Cl)n1C1CCCCC1)NC1CCS(=O)(=O)C1 (stereo unspecified) | 5% | -5% | 14 | 3% | 17% | -5% | -5% | i | i
Nc1cccc(C2=Nc3cccc4cccc(c34)N2)c1 | -9% | 4% | 4 | -19% | -19% | u | -17% | -8% | i
O=C(/C=C/c1cccc(Br)c1)NCC1CCCCC1 | -1% | u | -17 | 3% | x | u | 2% | -30% | i

Brought forward from above: four entries, followed by the next part.
SMILES | GLP1R ag | GLP-1R inv ag | DRD3 antagonist | aSyn yeast inh | FUS suppressor | TDP-43 yeast inh | Abeta rescue | PTHR1 ag | pAkt inh
Cc1cccc(OCCCC(=O)Nc2ccccc2C(F)(F)F)c1 | 2% | u | 7 | 11% | 21% | 0% | 6% | -17%[57.5 µM] | i
O=C(CSc1nnc(-c2ccc(Cl)cc2Cl)n1C1CCCCC1)NC1CCS(=O)(=O)C1 (stereo unspecified) | 5% | -5% | 14 | 3% | 17% | -5% | -5% | i | i
Nc1cccc(C2=Nc3cccc4cccc(c34)N2)c1 | -9% | 4% | 4 | -19% | -19% | u | -17% | -8% | i
O=C(/C=C/c1cccc(Br)c1)NCC1CCCCC1 | -1% | u | -17 | 3% | x | u | 2% | -30% | i
Cc1ccc(S(=O)(=O)n2nc(-c3ccc(Cl)cc3)nc2NCc2ccc(F)cc2)cc1 | -3% | -16% | x | 14% | -25% | 3% | -6% | i | x
O=C(O)C1OCC2(CO1)COC(C(=O)O)OC2 (stereo unspecified) | 2% | 7% | 4 | -9% | 10% | 10% | -10% | i | i
Cc1ccc(OCCCC(=O)Nc2ccc(S(=O)(=O)Nc3cc(C)on3)cc2)cc1 | -2% | 2% | 19 | 6% | 23% | 15% | 6% | -14% | i
COc1ccc(CSc2nc3ncccc3[nH]2)cc1 | x | 7% | x | x | -1% | u | -5% | -32%[inhibitor] | x
CCOc1ccc(Nc2nc(Cc3nnc(SCC(=O)c4ccc(C)c(C)c4)o3)cs2)cc1 | 4% | 11µM* | 12 | 7% | 5% | -12% | -19% | -90%[inhibitor] | i
CN(C)C(=O)c1ccc(NC(=O)c2cncc(Br)c2)cc1 | -9% | -5% | 11 | 1% | -4% | 0% | -6% | i | i
Cc1ccn2c(=O)nc(SCC(=O)N3CCCCC3)nc2c1 | -2% | 15% | 1 | -2% | 19% | -3% | 18% | -13% | i
COc1ccc(C(CNC(=O)c2cccc(S(=O)(=O)Nc3ccccc3OC)c2)N2CCCC2)cc1 (stereo unspecified) | 6% | u | -65* | -3% | 10% | 14% | 18% | i | i
COc1ccccc1CNC(=O)C(=O)Nc1nccs1 | 2% | 7% | -6 | 0% | -12% | -7% | -2% | -4% | i
COc1ccc(C(=O)NCC(=O)Nc2cccc(S(=O)(=O)N3CCCC3)c2)cc1 | -5% | -4% | -5 | 0% | x | 9% | 6% | i | i
CC(=O)N/C(=C\c1ccccc1)C(=O)OCC(=O)c1c(N)n(CC(C)C)c(=O)n(C)c1=O | -4% | 3% | 13 | 1% | 16% | 14% | -2% | -18% | i
Cc1cccc(Cn2c(SCc3ccc(C(=O)N4CCCCCC4)cc3)nc3ccncc32)c1 | x | u | x | -3% | 20% | 2% | -2% | -41%[inhibitor] | x
OCC1(O)OC[C@@H](O)[C@H]1O (stereo partly specified) | -4% | 19% | 20 | -5% | -6% | -2% | 6% | -3% | i
COc1ccc(C(=O)NCCSC2CCCCC2)cc1 | 4% | u | -2 | -1% | 12% | 21% | 19% | -2% | i
COc1cccc(C(O)c2cnc(C(C)C)n2C)c1OC (stereo unspecified) | 0% | 9% | 1 | -13% | -14% | -13% | 6% | i | i
CC1CC(=O)N(C)c2ccc([N+](=O)[O-])cc2N1 (stereo unspecified) | 1% | 16% | 25 | -6% | -6% | 4% | -6% | i | i
Cc1ccc(S(=O)(=O)N2CCN(C(=O)COC(=O)/C=C/c3ccccc3[N+](=O)[O-])CC2)c(C)c1 | 9% | u | 6 | 12% | u | -9% | -1% | -15% | i
O=C(NNC(=O)c1ccccc1Cl)c1ccc2c(c1)OCCO2 | 6% | -2% | 2 | -2% | 1% | 10% | 9% | -10% | i
CC1(C)Cc2c(cnn2-c2cccc(F)c2)C(NC(=O)CCN2CCCC2=O)C1 (stereo unspecified) | -20% | -18% | 21 | -2% | 22% | -9% | -1% | i | i
COC(=O)c1cc2n(n1)CCCNC2=O | 3% | 9% | -4 | -5% | -7% | -5% | -11% | -21% | i
COc1cccc(N(C(=O)Cn2nnc(-c3ccc(Cl)cc3)n2)C(C(=O)NCC2CCCO2)c2ccc(C)cc2)c1 (stereo unspecified) | -1% | -9% | 13 | 1% | -23% | 7% | 3% | -10% | i
CC(CCN1C(Nc2ccccc2)=NC[C@@H]1C)c1ccccc1 (stereo partly specified) | 3% | -3% | -11 | -5% | 4% | 11% | 3% | i | i
CSc1sc(C)cc1C1C(C#N)=C(N)N(c2cccnc2)C2=C1C(=O)CCC2 (stereo unspecified) | 9% | -3% | 22 | -5% | 23% | -10% | -3% | i | i
O=C(N/N=C/c1cn(Cc2ccccc2)c2ccccc12)c1ccncc1 | 13% | u | 17 | 0% | 32% | 11% | -6% | -24% | i
O=C(CN1CCN(c2ccccc2F)CC1)NC(=O)NC1CCCCC1 | 19% | u | -2 | -4% | 10% | -1% | -11% | -18% | i

Some of the compounds tested. The share of hits here may be higher or lower than overall.
